Screening results: PubChem, several laboratories
M4 ag: CHRM4 agonism in calcium assay; P08173; CHO-K1 hM4/Gqi5, Fluo-8 calcium fluorescence; vehicle 0%, full acetylcholine response 100%; activation, % at 3 µM; actives 0.14% (n = 360,000); AID 624127;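 active means activation above the run mean over all test wells plus 3 SD, cut at about 32% in these data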;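 further: peak over basal fluorescence ratio per well then scaled between controls; 0% = DMSO wells and 100% = acetylcholine at EC100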
Target sequence (P08173 whole entry, looked up): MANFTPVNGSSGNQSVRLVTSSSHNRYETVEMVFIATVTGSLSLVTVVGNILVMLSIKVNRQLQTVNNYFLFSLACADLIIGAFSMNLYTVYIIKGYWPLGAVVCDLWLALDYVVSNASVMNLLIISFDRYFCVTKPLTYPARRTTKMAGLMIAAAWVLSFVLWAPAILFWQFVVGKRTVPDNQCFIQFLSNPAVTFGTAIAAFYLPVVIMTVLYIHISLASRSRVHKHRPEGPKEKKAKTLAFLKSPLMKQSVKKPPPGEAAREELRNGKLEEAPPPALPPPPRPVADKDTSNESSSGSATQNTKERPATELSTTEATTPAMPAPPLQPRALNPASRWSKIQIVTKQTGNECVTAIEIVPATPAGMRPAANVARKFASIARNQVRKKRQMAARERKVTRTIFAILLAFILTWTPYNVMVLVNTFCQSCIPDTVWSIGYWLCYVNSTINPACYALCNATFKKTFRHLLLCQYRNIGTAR
M5 PAM: CHRM5 positive allosteric modulation; activation, % at 3 µM; AID 624038; CHO-K1 hM5, Fluo-8 calcium, ACh EC20 PAM; 0% = ACh EC20, 100% = ACh EC100; actives 0.3% (n = 360,000); P08912;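 active means activation above the run cutoff, the mean activation of all test compounds plus 3 SD, cut at about 18% in these data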
Target sequence (P08912 whole entry, looked up): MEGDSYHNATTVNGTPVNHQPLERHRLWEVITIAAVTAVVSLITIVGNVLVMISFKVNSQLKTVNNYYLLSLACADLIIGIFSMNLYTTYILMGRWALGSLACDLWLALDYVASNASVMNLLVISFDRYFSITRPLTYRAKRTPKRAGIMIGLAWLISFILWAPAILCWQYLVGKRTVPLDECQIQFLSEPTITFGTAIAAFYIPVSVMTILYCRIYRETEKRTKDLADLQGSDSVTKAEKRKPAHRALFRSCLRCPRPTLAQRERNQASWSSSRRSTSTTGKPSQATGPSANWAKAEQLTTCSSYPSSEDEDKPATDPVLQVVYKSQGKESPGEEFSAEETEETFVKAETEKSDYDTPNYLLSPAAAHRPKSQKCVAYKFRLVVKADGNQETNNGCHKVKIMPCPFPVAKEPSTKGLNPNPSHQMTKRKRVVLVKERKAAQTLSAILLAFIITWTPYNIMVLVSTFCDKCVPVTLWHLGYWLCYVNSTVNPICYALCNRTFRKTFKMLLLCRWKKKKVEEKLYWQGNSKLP
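Assay system – human M5 receptor in CHO-K1 cells · Read-out – % activation, ACh-normalized · Technique – Fluo-8 calcium fluorescence · Dosing – single-point, 3 µM nominal · Incubation – Fluo-8 loading 80 min at 37 °C plus 30 min room temperature · Repeats – singlicate, one well per test compound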
CHRM4 antagonist: blocks acetylcholine activation of human M4 receptor. P08173. CHO-hM4 cells, ACh EC80, Fluo-8 calcium fluorescence. inhibition, % at 3 µM. actives 0.73% (n = 360,000). AID 624125;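 active means inhibition above its plate's cutoff, the mean inhibition of sample wells plus 3 SD, cut at about 27% in these data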;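 further: 0% = acetylcholine EC80 with DMSO and 100% = DMSO without agonist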
CRFBP-R2 block: antagonists of CRF-binding protein/CRF-R2 receptor complex; inhibition, % at 11.8 µM; AID 588475; HEK293 CRF-R2/CRF-BP, CRF-induced calcium fluorescence; actives 0.59% (n = 350,000);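 active means inhibition of the ligand-induced calcium signal above about 50% at the single tested concentration, limit read from the data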
M4 PAM: CHRM4 positive allosteric modulation | actives 0.4% (n = 360,000) | CHO-K1 hM4/Gqi5, Fluo-8 calcium fluorescence, ACh EC20; 0% = ACh EC20, 100% = maximal ACh | activation, % at 3 µM | P08173;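 active means activation above its plate's cutoff, the mean activation of sample wells plus 3 SD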; further: some results filed as inactive read as strong as hits
CHRM5 agonist: agonists of human muscarinic M5 receptor (CHRM5); CHO-K1 hM5 cells, Fluo-8 calcium fluorescence; 0% DMSO wells, 100% maximal acetylcholine response; activation, % at 3 µM; actives 0.19% (n = 360,000); AID 624037;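 active means activation above the run's mean over test compounds plus 3 SD, cut at about 23% in these data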;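 further: signal is peak over basal fluorescence ratio across the kinetic read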
CHRM5 antagonist: blocks acetylcholine activation of human M5 receptor | P08912 | CHO-hM5 cells, Fluo-8 calcium fluorescence, ACh EC80 | inhibition, % at 3 µM | actives 0.59% (n = 360,000);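 active means inhibition above a per-plate cutoff, the mean of that plate's test compounds plus 3 SD, cut at about 27% in these data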;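 further: 0% = acetylcholine EC80 with DMSO and 100% = DMSO without agonist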
IDE cell inh: cellular human IDE inhibition; P14735; HEK cells, FAbetaB cleavage, fluorescence polarization; inhibition, % at 5.59 µM; actives 0.41% (n = 320,000);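 active means percent inhibition above the average of all tested compounds plus 3 SD, set per screening campaign, cut at about 16% in these data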;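 further: IDE supplied by intact live HEK cells; FP after avidin binding of uncleaved biotin substrate so inhibition keeps polarization high; 0% = DMSO wells and 100% = 60 µM reference IDE inhibitor Ii1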
CRFBP-R2 agonist: CRF-BP/CRF-R2 complex agonism | HEK293 CRF-R2/CRF-BP, calcium dye fluorescence (FLIPR); percent of saturating CRF peptide response | activation, % at 13.2 µM | actives 0.46% (n = 350,000);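 active means activation of at least 50%, plus an integration ratio under a set limit after plate pattern correction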;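 further: plate controls were neutral control wells without compound for no effect and CRF at EC100 for full effect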
The depositor's hits bear a star; · = not tested or not shown.

SMILES	M4 ag	M5 PAM	CHRM4 antagonist	CRFBP-R2 block	M4 PAM	CHRM5 agonist	CHRM5 antagonist	IDE cell inh	CRFBP-R2 agonist
O=C(c1cnccn1)N1CCN(S(=O)(=O)c2cccc(Cl)c2)CC1	1	-5	0	-6	1	2	6	5	1.8
COc1cccc(N2CCN(C3CC(=O)N(c4ccc(Cl)cc4)C3=O)CC2)c1 (stereo not given)	2	-2	4	2	-4	0	-1	2	-0.5
COc1ccc(/C=N/Nc2nc(N)cc(Cl)n2)cc1OC	2	-12	10	11	-9	-1	12	9	-0.9
O=S1(=O)CC(O)C(Nc2ccccc2Cl)C1 (stereo not given)	1	4	4	18	0	-3	-8	-2	-2.7
C=CCN1C(=O)CSC1=Nc1ccc(O)cc1	1	-5	-7	3	7	3	-3	1	-1.6
Cc1cccc(CCNC(=O)Cn2ncc3c([nH]c4ccc(C)cc43)c2=O)c1	1	2	2	-1	2	-5	11	4	0.9
O=C(CSc1nnnn1-c1ccc(O)cc1)c1ccc(F)cc1	2	-12	8	5	-3	-5	18	1	-3.5
Cc1ccc(C)c(N2CCN(C(=O)CCc3nc(-c4ccccc4F)no3)CC2)c1	12	-8	3	-3	-12	1	6	·	-4.1
CCc1nc2c(OCc3c(C)noc3C)cccn2c1N(C=O)Cc1ccccc1	-2	4	-20	·	12	-1	-5	·	·
O=C(OCN1C(=O)c2ccccc2C1=O)c1cccc(S(=O)(=O)N2CCOCC2)c1	3	-5	-8	-8	8	-4	14	0	-1.8
Cc1ccc(-c2nc(CNC(=O)c3ccco3)cs2)cc1	7	-2	-3	-2	2	0	5	7	0.7
Cc1nnc(SCC(=O)Nc2sccc2C(N)=O)n1Cc1ccccc1	1	-2	-11	6	2	1	-3	12	3.5
FC(F)(F)C1=CC(c2ccc(Br)cc2)=NCCN1	3	0	3	5	2	-2	4	4	-0.5
COc1ccccc1NC(=O)c1ccc(NC(=O)COC(=O)CCC2CCCC2)cc1	4	-13	9	2	-5	-1	5	-1	3.6
CC/C(=N\Nc1nncc2ccccc12)c1ccc(F)cc1	1	9	-4	-15	12	-3	6	-2	-3.5
CCOC(=O)C1(CCOc2ccccc2)CCN(Cc2cc(OC)ccc2OC)CC1	9	-28	5	8	-5	-19	11	-1	-1.7
Cc1ccccc1NC(=O)CCC(=O)OCC(=O)c1ccc(-c2ccccc2)cc1	2	2	-4	16	10	-1	-2	-4	1.0
C[C@@H]1[C@H]2[C@@H](O[C@@H]3O[C@H](CO)[C@@H](O)[C@H](O)[C@H]3O)OC=C(C(=O)O)[C@H]2C[C@@H]1O	0	-1	-12	17	5	1	5	13	-0.1
N#C/C(=C\c1cccc([N+](=O)[O-])c1)c1ccccn1	0	-1	-12	19	-5	0	15	3	-0.9
O=C1CSC(c2ccccn2)N1c1ccccc1 (stereo not given)	1	3	0	-8	10	-1	1	-5	-4.7
Cc1n[nH]c(=O)c2c(NC(=O)CSc3nncn3C(C)C)oc(C)c12	1	-6	0	3	6	1	7	1	0.2
N#Cc1c(NC(=O)CSc2nnc(-c3ccccc3)o2)sc2c1CCCC2	1	1	-7	28	1	1	0	-3	-2.8
Cc1ccc2c(CN3CCC(C)CC3)cc(=O)oc2c1	-1	-7	20	6	7	-2	10	-1	0.5
CCOc1ccc(NN=C(C(=O)OC)C(=O)OC)c([N+](=O)[O-])c1	1	15	4	15	-4	5	-14	3	-0.5
Cc1ccc(N2CC(C(=O)Nc3nnc(C(C)C)s3)CC2=O)cc1 (stereo not given)	1	0	23	-13	7	0	4	3	1.6
CC(C)C1Cc2[nH]c(=S)[nH]c(=O)c2C(c2ccc(F)cc2)O1 (stereo not given)	4	5	6	·	-3	3	2	·	·
Cc1nn(-c2ccc(F)cc2)c(Cl)c1/C=C/C(=O)OCC(=O)Nc1c(F)c(F)c(F)c(F)c1F	0	-4	9	-21	3	-1	14	-1	0.9
CCOc1ccc(C=NNC(=O)c2ccc(-n3cnnn3)cc2)cc1	2	5	4	4	0	3	13	-1	-1.6
CC(C)Oc1ccccc1/C=N/NC(=O)c1ccc(F)cc1	2	-6	0	3	15	1	10	1	-1.1
CCCNS(=O)(=O)/C=C/c1ccccc1	0	6	-1	-13	2	-2	4	-2	-1.4
CCc1ncc(CN2CCC(C(=O)Nc3cccc(-c4cscn4)c3)CC2)cn1	3	1	-6	-5	1	-1	-19	-4	-1.6
C=CCn1c(-c2ccc(C)cc2)nc2ccccc21	-3	4	-4	39	-7	-13	0	1	-7.3
Cc1cc(OCC(=O)NC2CCCCC2)ccc1Cl	1	-3	0	-8	0	-6	1	-7	-2.5
S=C(NC1CCCC1)N1CCN(c2cccc(Cl)c2)CC1	8	-4	-1	13	-11	-1	-6	-7	-0.4
O=c1cc(-c2ccccc2)nc(N2CCCCC2)[nH]1	0	0	13	-1	-5	-2	-4	-2	-0.3
CSCCC(NC(=O)c1ccco1)C(=O)NCC1CCCCC1 (stereo not given)	3	10	-8	12	17	2	-12	-2	-0.6
CC1CN(C(=O)c2cccc(S(=O)(=O)Nc3ccc(Cl)cc3)c2)CC(C)O1 (stereo not given)	3	12	-6	-8	3	1	8	9	0.8
O=C(O)COc1ccccc1/C=N/NC(=O)CN1CCN(Cc2ccc(Cl)cc2)CC1	1	0	4	0	7	4	13	-1	-0.2
C=CCn1c(SC(CCO)C(=O)NCc2ccco2)nc2sc3c(c2c1=O)CCC3 (stereo not given)	0	2	13	-8	-6	-2	1	2	-1.3
COc1cc(C#Cc2c(-c3cncn3C)n(C)c3ccc(-c4ccc(OC)c(OC)c4)cc23)cc(OC)c1	2	-8	14	5	3	1	9	5	-2.1
O=S(=O)(NC1=NCCCCC1)c1ccccc1Cl	0	2	5	0	14	-4	8	-2	3.3
Oc1ccccc1CNc1cccc2cccnc12	1	2	-16	31	7	0	8	3	-2.2
O=S(=O)(CCc1nc2ccccc2s1)c1ccc(Cl)cc1	0	2	11	-5	-1	-1	-1	0	-2.0
O=C(NC1CCCCC1)C1CCN(C(=O)c2ccc(Cl)cc2)CC1	0	6	8	-10	-1	-1	-6	7	0.1
Cc1ccc(OCCN2C(=O)c3ccccc3C2=O)c(C)c1	-3	5	4	21	-6	-1	-4	0	-0.3
Nc1ncccc1OCc1ccc(Br)cc1	11	3	1	-2	3	-4	9	-3	0.5
Cc1c(Cl)c([N+](=O)[O-])nn1CCCC(=O)Nc1sc2c(c1C#N)CCC2	6	-2	-2	3	-6	1	2	-3	0.3
COc1cc(CNc2ncnc3c2ncn3[C@H]2CN(CCN3CCOCC3)C[C@@H](CO)O2)cc(OC)c1OC	2	-4	-15	·	11	0	2	·	·
O=C(CN1C(=O)NC2(CCCc3ccccc32)C1=O)N1CCN(C(=O)c2ccco2)CC1 (stereo not given)	0	5	10	-8	7	2	-4	-2	0.6
Cc1ccc(-c2noc(CN(C(=O)Cc3ccccc3)C(C)C)n2)cc1	0	-9	1	-3	-3	-4	6	5	0.3
COc1ccccc1C(=O)NCCC(=O)N(C)Cc1cccnc1	0	-3	0	7	1	0	-1	2	0.2
COc1ccc2nc(NC(=O)CSc3nc4cccnc4n3C)sc2c1	3	3	1	9	-2	3	-4	1	1.2
Cc1cc([N+](=O)[O-])ccc1NC(=O)CSc1nccc(=O)[nH]1	0	-5	-2	32	2	-3	7	-3	-3.1
O=c1oc2ccc(C#CC3(O)CCCCC3)cc2cc1-n1cc(-c2ccsc2)nn1	·	0	6	1	8	3	5	7	1.7
COc1ccc(NC(=O)Cc2c[nH]c3ccccc23)cc1S(=O)(=O)N1CCOCC1	3	2	-10	-7	11	0	1	5	0.3
CCOC(=O)CNC(=O)CNC(=O)c1nn(-c2ccc(OC)c(Cl)c2)c(=O)c2ccccc12	8	-11	-7	15	-3	0	3	3	-4.4
CCn1c(C(=O)O)c(CC(=O)N(C)c2ccc(OC)cc2OC)c2ccccc21	-1	1	-6	9	6	-6	6	-4	-4.4
COc1ccc(C(=O)COC(=O)c2cccnc2Cl)c(OC)c1	2	-7	-5	-12	3	-3	2	4	-0.2
OC(CSc1ccccc1)CN1CCN(c2cccc(Cl)c2)CC1 (stereo not given)	3	-22	-1	-17	-3	-9	15	·	1.2
COc1cccc2c1C(=N)c1c(O)c3c(c(O)c1C2=O)CC(O)(C(C)=O)CC3OC1CC(N)C(O)C(C)O1 (stereo not given)	-1	8	1	27	-2	-2	6	·	-1.7
Other results follow.
SMILES	M4 ag	M5 PAM	CHRM4 antagonist	CRFBP-R2 block	M4 PAM	CHRM5 agonist	CHRM5 antagonist	IDE cell inh	CRFBP-R2 agonist
COc1cc(OC)cc(C(=O)NCCCCc2ccccc2)c1	9	-5	-3	11	-24	4	5	1	-0.6
NC1=NC(=O)/C(=C/C=C/c2cccs2)S1	9	-18	13	2	-37	2	10	4	-1.1
CC(C)CC(=O)N(c1nnc(-c2cccnc2)s1)C1CCCC1	-1	3	-16	2	-1	2	-2	-1	0.5
CC(C)C(NC(=O)c1ccccc1F)C(=O)NCc1ccc(F)cc1 (stereo not given)	1	-2	-1	2	-5	-3	13	-4	0.4
Cc1ccc2sc(N(CCCN(C)C)C(=O)c3nc4ccccc4s3)nc2c1C	5	12	11	-7	3	-7	-2	5	7.0
COc1ccc(/C=N/n2cnc3c([nH]c4ccc(F)cc43)c2=O)cc1CN1CCCC1	2	3	-13	7	5	-7	4	0	3.2
CCOc1ccc(-n2c(C)nnc2SCC(=O)N(CC)CC)cc1	1	-12	-2	11	13	1	9	3	0.0
NS(=O)(=O)c1ccc(CNC(=O)c2cccc(S(=O)(=O)N3CCc4ccccc43)c2)cc1	1	-1	-6	16	8	-3	3	1	-0.6
Cc1onc(-c2ccccc2Cl)c1C(=O)NC1CCS(=O)(=O)C1 (stereo not given)	0	-3	-7	0	2	2	2	1	-1.0
O=C(O)c1ccc(CSc2nnc(-c3ccccc3Cl)n2-c2ccccc2)cc1	1	10	-9	8	1	1	-3	-4	0.8
Cc1sc(=NC(=O)c2ccco2)n(C)c1-c1ccc(Cl)cc1	0	-4	-20	32	2	-6	-11	2	0.6
Cc1ccc2nc(Nc3ccc(C)c(Cl)c3)c3nncn3c2c1	1	-1	-17	-24	0	-2	2	1	4.4
COc1ccc(OCCn2c(=O)sc3ccccc32)cc1	-1	-1	-8	6	-5	-3	-4	1	-0.7
CC(C)OCCCNC(=O)CN1C(=O)CSc2ccc(S(=O)(=O)N3CCOCC3)cc21	1	-1	-22	4	1	-1	-3	·	-1.1

Outcome played no part in choosing rows; 2.9% or so of the library scored in one or more.
